# HIF-2a inh – HIF-2a reporter inhibitors, primary screen, luminescence, 786-0 RCC cells; 786-0 RCC cells HIF-2a reporter, luciferase luminescence, overnight; inhibition, % at 18.8 µM; hit rate 0.72% among 360,000; AID 624352, 2012;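 active = inhibition of the luminescence signal of 40% or more relative to plate controls, in a single-dose primary screen at 18.75 µM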
# CF NFkB block – inhibitors of PAF-induced NF-kB signaling, primary screen, cell-based, GFP fluorescence, uHTS; KKLEB NF-kB-GFP reporter, GFP fluorescence overnight; inhibition, % at 5 µM; hit rate 0.86% among 360,000; AID 588850, 2011;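 active = at least 50% inhibition at 5 µM, scaled per plate between neutral and stimulator controls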;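 note: PAF is a Pseudomonas aeruginosa culture filtrate used as stimulus; plate controls were PAF-stimulated DMSO wells for no effect and unstimulated DMSO wells for full effect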
# C8 TRAIL sens – viability loss with TRAIL in NB7+C8 cells, primary screen, TRAIL sensitizer project, cell-based, ATPlite luminescence; inhibition (viability loss, TRAIL sensitization), % at 10 µM; hit rate 1% among 360,000; AID 624354, 2012;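 active = compounds causing at least 50% loss of cell viability in the single-dose screen, relative to plate controls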
# Shn3 3UTR inh – reduction of Shn3 3'UTR firefly luciferase signal, primary screen, Schnurri-3 inhibitor project, cell-based, Clone20 osteoblasts, set 2; Clone20 osteoblast Shn3 3'UTR firefly luciferase, 24 h; inhibition, % at 12.5 µM; hit rate 0.52% among 360,000; AID 588674, 2011;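 active = mean inhibition of at least 75% with every replicate also reaching 75%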;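 note: 0% = median of neutral control wells and 100% = pilot-screen positive control compound; some compounds past the cut are filed as inactive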
# NR2E3 ag-1 – inhibitors of NR2E3-RetCOR corepressor binding, primary screen, NR2E3 agonist project, biochemical, TR-FRET, GST-NR2E3, biotin-RetCOR. Photoreceptor-specific nuclear receptor (Homo sapiens), Q9Y5X4. inhibition of corepressor binding, % at 4.78 µM. AID 2300, 2010. hit rate 0.12% among 320,000. 1536-well;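 active = percent inhibition above the cutoff of mean plus 3 SD of all tested compounds, set per screening campaign, cut at about 20% in these data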;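 note: 0% = DMSO wells and 100% = biotin wells as full block of FRET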
# Target sequence (Q9Y5X4 whole entry, looked up): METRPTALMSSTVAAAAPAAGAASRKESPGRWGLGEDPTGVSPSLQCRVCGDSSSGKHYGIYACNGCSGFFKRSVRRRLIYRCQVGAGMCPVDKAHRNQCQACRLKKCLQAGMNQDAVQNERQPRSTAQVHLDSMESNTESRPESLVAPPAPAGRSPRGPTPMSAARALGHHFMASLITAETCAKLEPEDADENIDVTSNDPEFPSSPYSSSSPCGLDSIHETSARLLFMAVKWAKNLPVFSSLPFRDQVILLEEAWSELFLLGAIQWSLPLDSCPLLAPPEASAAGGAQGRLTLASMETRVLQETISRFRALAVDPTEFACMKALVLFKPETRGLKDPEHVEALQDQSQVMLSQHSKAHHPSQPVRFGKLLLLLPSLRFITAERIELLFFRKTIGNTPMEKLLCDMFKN
#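 Format: 1536-well format; test system: GST-NR2E3 and biotin-RetCOR proteins; read-out basis: percent inhibition of TR-FRET ratio; timing: 5 h incubation at 4 °C; detection: time-resolved FRET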
# TWEAK Fn14 block – inhibitors of TWEAK-Fn14 signaling, primary screen, luciferase reporter cells, uHTS | inhibition, % at 10 µM | TWEAK-stimulated Fn14 reporter cells, luciferase luminescence, 8 h | hit rate 2% among 360,000; in the data active = inhibition above about 50%
# MITF TRPM1 inh – inhibitors of MITF-dependent TRPM1 promoter reporter, primary screen, cell-based, SK-MEL-5, single point, luciferase | inhibition, % at 12.5 µM | hit rate 0.83% among 330,000 | AID 488899, 2010 | SK-MEL-5 TRPM1 promoter luciferase, 24 h;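 active = mean inhibition across replicates of 60% or more, whatever share of single replicates reaches that level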; note: values of inactives mirror those of a sister screen read the other way
# Peg3 promoter – Peg3 promoter-driven luciferase inhibitors, primary screen, cell-based, HeLa, luciferase luminescence. AID 588405, 2011. HeLa PEG-Prom luciferase reporter, overnight. inhibition, % at 20 µM. hit rate 1.7% among 360,000;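 active = inhibition of at least 50% at 20 µM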
# KKLEB cytotox – cytotoxicity in KKLEB CF airway cells, primary screen, cytotoxicity control for CF NF-kB inhibitor project, cell-based, uHTS, fluorescence assay plates; hit rate 0.36% among 360,000; activity change (cytotoxicity), % at 5 µM; KKLEB CF airway cells viability, ATPlite luminescence, overnight; active compounds read low; cells stimulated with P. aeruginosa culture filtrate;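 active = corrected activity change at or below -50% at 5 µM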
# NR2E3 ag-2 – NR2E3 agonists in two-hybrid cells, primary screen, cell-based, luminescence, CHO-S, Gal4-NCOR/VP16-NR2E3; Photoreceptor-specific nuclear receptor (Homo sapiens), Q9Y5X4; luciferase; inhibition of corepressor binding, % at 3.98 µM; hit rate 0.35% among 360,000; AID 602229, 2012;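 active = inhibition above the mean of all tested compounds plus 3 SD, cut at about 70% in these data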;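 note: 0% = DMSO with NR2E3 transfected cells and 100% = cells lacking NR2E3 construct; higher means lower luciferase signal from less NR2E3 corepressor binding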
# TROY NFkB inh – inhibitors of TROY-driven NF-kB signaling, primary screen, Q293 LMP1-TROYcd cells, NF-kB luciferase, uHTS; AID 1347056, 2019; Q293 LMP1-TROYcd NF-kB luciferase reporter, 4 h; hit rate 0.98% among 360,000; inhibition, % at 10 µM;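 active = compounds whose plate-normalised and pattern-corrected inhibition of the luciferase reporter signal at the single screening dose is 50% or more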
# Starred values were filed as active, the others as inactive; . = not tested or not shown.
# A first look, three compounds:
SMILES,HIF-2a inh,CF NFkB block,C8 TRAIL sens,Shn3 3UTR inh,NR2E3 ag-1,TWEAK Fn14 block,MITF TRPM1 inh,Peg3 promoter,KKLEB cytotox,NR2E3 ag-2,TROY NFkB inh
Cc1noc(C)c1NC(=O)Nc1ccc2c(c1)C(=O)N([C@H](C)CO)C[C@H](C)[C@@H](CN(C)S(=O)(=O)c1ccc(F)cc1)O2,2,2,-3,-15,.,-17,-6,-6,11,1,-9
COc1ccc2c(c1)Cc1cc(NC(=O)c3ccccc3-c3ccccc3C(=O)O)ccc1-2,18,-30,-12,-11,.,-1,.,19,12,23,8
CC(C)(C)OC(=O)N1CCN(C(=O)c2[nH]cnc2C(=O)Nc2ccc(Cl)cc2)CC1,-11,-9,3,-15,.,-8,-19,-1,-2,-15,-13

# Results, repeating the preview:
SMILES,HIF-2a inh,CF NFkB block,C8 TRAIL sens,Shn3 3UTR inh,NR2E3 ag-1,TWEAK Fn14 block,MITF TRPM1 inh,Peg3 promoter,KKLEB cytotox,NR2E3 ag-2,TROY NFkB inh
Cc1noc(C)c1NC(=O)Nc1ccc2c(c1)C(=O)N([C@H](C)CO)C[C@H](C)[C@@H](CN(C)S(=O)(=O)c1ccc(F)cc1)O2,2,2,-3,-15,.,-17,-6,-6,11,1,-9
COc1ccc2c(c1)Cc1cc(NC(=O)c3ccccc3-c3ccccc3C(=O)O)ccc1-2,18,-30,-12,-11,.,-1,.,19,12,23,8
CC(C)(C)OC(=O)N1CCN(C(=O)c2[nH]cnc2C(=O)Nc2ccc(Cl)cc2)CC1,-11,-9,3,-15,.,-8,-19,-1,-2,-15,-13
Cc1nc2cc(-c3cccs3)[nH]n2c(=O)c1C,-203,-15,17,-29,4,-25,-57,-140,-13,-54,-28
CN(C)c1nc(Nc2ccc(Cl)cc2)nc(OCC#N)n1,23,6,6,47,-1,40,37,38,6,17,24
Cc1cc(C)c(C(=O)COC(=O)Cn2c(C)csc2=O)cc1C,-51,4,-13,-20,-2,-36,-21,-7,-8,-3,-45
OC[C@H]1O[C@@H](n2cnc3c(NC4CCCC4)nc(Cl)nc32)[C@H](O)[C@@H]1O,17,-8,0,32,3,-51,-10,4,0,-26,0
F[B-](F)(F)c1cc2cc(Br)ccc2s1,2,3,10,-6,.,15,-1,-9,-23,-17,-5
CCC(=O)Nc1ccc(Oc2ccc3c(c2)C(=O)NC3=O)cc1,0,-3,-1,-13,1,-4,-3,-2,11,-22,2
CC1CCN(S(=O)(=O)c2ccc3c(c2)C(Cl)(Cl)C(=O)N3)CC1,23,19,4,-3,.,7,.,19,1,4,5
CCOC(=O)C1=CCC2C(=O)N(C3CCCCC3)C(=O)C12 (stereo not drawn),0,-6,5,-8,.,6,.,-11,25,-23,12
COc1ccccc1N(C)S(=O)(=O)c1ccc(C)c(C(=O)Nc2nccs2)c1,6,9,-6,3,1,14,9,28,-9,-9,3
Cc1cc(C)cc(C(=O)NCC(=O)OCC(=O)c2cc(C)n(CC(F)(F)F)c2C)c1,13,2,0,4,1,18,17,9,0,18,-3
Cc1cc(C2C(C#N)=C(N)Oc3n[nH]c(C)c32)c(C)s1 (stereo not drawn),22,15,5,0,1,15,6,-1,-2,-3,5
CCOC(=O)Cn1c2c(c(=N)c3ccccc31)CCC2,21,-14,10,0,3,11,4,0,-13,-33,22
CCN(CC)S(=O)(=O)c1ccc(NC(=O)COC(=O)CN2C(=O)c3ccccc3C2=O)cc1,15,-1,-5,4,0,-11,7,14,-3,-18,5
Nc1c(Cl)ncnc1NCc1cccnc1,18,0,-27,30,1,6,6,1,1,-7,-16
O=C(NC(=S)NCCCN1CCOCC1)c1ccc([N+](=O)[O-])cc1,4,6,0,-15,4,0,6,9,12,1,-32
Cc1ccc(-n2c(-c3ccco3)n[nH]c2=S)cc1,22,-2,-7,19,6,14,4,17,2,8,5
CC1=CC(C)(C)N(C(=O)CNC2CCCCC2)c2cc(C)ccc21,-1,27,5,82,2,-2,2,14,-6,2,11
CCOC(=O)c1nc(N2CCN(C(=O)OCC)CC2)c2c3c(sc2n1)CCCC3,-30,3,-8,19,7,-18,-8,7,-2,-17,1
COC(=O)c1cc(NC(=O)C2CC=CCC2C(=O)O)cc(C(=O)OC)c1 (stereo not drawn),5,4,1,-13,0,-9,6,5,2,-8,-2
COc1ccc(CCNC(=O)C2CCCN2C(=O)Nc2ccc(C)cc2)cc1OC (stereo not drawn),14,-8,-1,-1,2,-38,12,5,-4,-5,-17
COc1cc2c(cc1OC)C(c1cc3cc(C)ccc3[nH]c1=O)N(C(=O)c1ccco1)CC2 (stereo not drawn),13,6,-13,8,-2,6,0,4,0,-27,-6
CCc1nc2ccc(C(=O)N3CCCC(C(N)=O)C3)cn2c1N(CCC(C)C)CCN(C)C (stereo not drawn),13,2,6,2,.,4,.,-4,-4,0,5
O=C1CC(N2CCN(c3ccccc3)CC2)C(=O)N1Cc1ccc(Cl)cc1 (stereo not drawn),11,-2,1,7,-7,-3,17,20,9,-3,0
c1ccc2c(c1)[nH]c1c(N3CCOCC3)ncnc12,11,-25,21,41,2,-5,22,23,-7,36,6
COC(=O)c1c(C)oc(C)c1S(=O)(=O)NCC1CC1,16,-1,-18,-9,-3,-24,1,14,1,-7,0
Cc1cc(=O)n2c3c(c4c(cc13)c(CN(C)C)cc(=O)n4C)OC2,15,-83,5,-23,.,-24,-2,3,-2,-17,52*
CC(C)C(NC(=S)Nc1ccccc1)C(=O)O (stereo not drawn),18,-22,-9,-1,4,-1,7,18,21,-29,18
C=C(C)CSC1=C(C#N)C(c2ccsc2)CC(=O)N1 (stereo not drawn),15,4,0,-4,3,13,-1,10,-6,-7,4
CCc1cccc(CC)c1NC(=S)NCCc1ccc(O)c(O)c1,-18,34,7,39,4,6,15,8,-17,9,19
C/C(CC(=O)NC12CC3CC(CC(C3)C1)C2)=N\NC(=O)Cc1cccs1,11,12,-3,-28,-7,0,-2,6,8,-30,-2
O=C1CC(c2ccco2)Cc2nc(Nc3nc(-c4ccccc4)c4ccccc4n3)ncc21 (stereo not drawn),4,2,4,-2,-3,1,-5,14,-4,-37,-3
CC(C)CC(OC(=O)c1ccco1)C(=O)NC1CCCCC1 (stereo not drawn),14,2,2,-9,1,3,-9,6,-5,5,0
Cc1c(O)ccc2c(=O)c(Oc3ccccc3)coc12,-6,6,7,-19,.,-11,2,7,1,-32,-4
Cc1ccc(-n2ccnc(SCC(=O)NC3CCCC3)c2=O)cc1F,-36,-12,-6,5,1,1,-4,-6,11,-11,5
CCN1CCN(S(=O)(=O)c2cccc3nsnc23)CC1,14,-6,-23,-4,2,-18,0,8,-4,4,-21
O=C(Cn1nnc(-c2ccc(Cl)cc2)n1)NCCC1=CCCCC1,-10,-49,-1,-12,4,8,7,19,4,-1,24
Cc1nn(Cc2ccccc2)c(C)c1NC(=O)CCCn1nc(C)c([N+](=O)[O-])c1C,30,7,0,6,1,-8,-14,-1,-13,15,-21
CC(C)NC(=O)NC(=O)COC(=O)c1cccc(OC(F)F)c1,3,1,-6,-7,0,-4,.,5,-31,6,-8
O=C(O)/C=C/C(=O)Nc1ccccc1C(=O)OCC(=O)c1ccc2c(c1)OCCO2,-80,1,53*,-31,0,31,-15,-85,-3,-59,53*
CCCCSCc1nc2ccccn2c1Br,-69,4,0,-4,4,2,-13,-13,-1,-6,-21
Cc1ccc(CN2C(=O)C(C)Oc3ccc(C)cc32)cc1 (stereo not drawn),10,-22,-2,-1,.,14,.,-5,4,-27,-10
CCCN(CC1CC1)C(=O)COC(=O)c1oc2ccc(OCC)cc2c1C,-11,1,7,21,7,-7,5,-7,2,-50,15
COCCN(C(=O)CCc1ccccc1OC)c1nnc(-c2cccnc2)s1,8,-3,5,-1,0,-1,-6,19,1,-4,4
Cn1c(=O)c2c(nc(CN3CCOCC3)n2CC(O)CO)n(C)c1=O (stereo not drawn),12,18,-1,-4,-1,-5,-2,14,-8,1,-13
OCCC1CN(Cc2nc(-c3ccccc3)cs2)CCN1C1CCCC1 (stereo not drawn),5,-1,-2,4,0,3,-4,4,-12,-5,5
COc1ccc(NC(=O)CN2CCC(NC(=O)c3ccco3)CC2)c([N+](=O)[O-])c1,-10,1,-9,22,3,-9,-1,-3,-3,-24,11
CC(C)c1nc(NCCO)c(C#N)c2c1CCCC2,36,71*,8,9,1,61*,-12,10,-10,-26,51*
# Next part
SMILES,HIF-2a inh,CF NFkB block,C8 TRAIL sens,Shn3 3UTR inh,NR2E3 ag-1,TWEAK Fn14 block,MITF TRPM1 inh,Peg3 promoter,KKLEB cytotox,NR2E3 ag-2,TROY NFkB inh
Cc1ccc(OCCCCCCN2CCNCC2)cc1,-175,-4,8,-30,-3,-11,-38,-127,8,-14,-36
Cc1ccc2c(c1)S(=O)(=O)N(C)C(c1ccccc1)=C2,-24,-8,7,20,.,-1,-6,17,-3,20,24
Cc1ccc2[nH]c3c(=O)n(CC(=O)N4CCN(C)CC4)ncc3c2c1,10,-4,2,-12,4,1,15,3,-13,-5,7
COc1ccc(OC)c(-n2c(C)ccc2-c2ccc(S(C)(=O)=O)cc2)c1,-5,2,-8,-1,-1,-4,-3,11,-5,4,-11
Cc1ccc(N/N=C(\Cc2nc3ccccc3[nH]2)c2ccccc2)cc1,-127,44,-24,-9,1,-6,-7,-194,-21,-41,-1
COc1ccc(/C=C/C(=O)ONC2=NCCCCC2)cc1OC,18,-14,34,7,-2,-13,-8,16,8,-23,9
Cc1cc(-c2csc(N)n2)c(C)n1Cc1ccccc1,7,-14,-2,-1,0,2,4,8,4,-10,-9
O=C(Nc1ccn(Cc2ccccc2F)n1)c1ccc(COc2ccccc2Cl)cc1,-70,-13,29,50,2,62*,14,22,7,-42,53*
O=S(=O)(Nc1nnc(C(F)(F)F)s1)c1ccc(Cl)cc1,13,-9,2,-11,-1,-3,17,8,1,-10,2
Cc1ccc(CCNC(=O)c2nc(CS(=O)(=O)c3ccc(Cl)cc3)no2)cc1,0,0,5,27,-2,10,2,13,-1,-3,12
CCOC(=O)C1=C(C)N=C2SCCC(=O)N2[C@@H]1c1cccs1,13,-7,11,6,0,3,4,6,5,14,5
CC1=C(C)C(=O)N(CCC(=O)O)C1=O,20,14,4,3,-2,5,-3,5,-1,5,-5
CCOC(=O)CN(C(=O)CSc1nnc2c(n1)[nH]c1ccc(OC)cc12)c1ccc(F)cc1,13,-10,12,10,-1,66*,5,36,8,-1,74*
CCOC(=O)c1cnc2c(C)c(-c3ccccc3)[nH]n2c1=O,10,-2,-1,2,-2,-12,-4,0,5,-5,11

# Screening results: PubChem BioAssay, several laboratories

# An excerpt, so the mix of outcomes need not match the whole.
